Bioassay records deposited in PubChem BioAssay by National Center for Advancing Translational Sciences (NCATS).
Shiga inhibitor: inhibitors of Shiga toxin in Vero cells. Vero cells, Shiga toxin protein synthesis inhibition reporter. actives 9.2% (n = 290,000). AID 2315. inhibition, % at 38.7 µM; in the data active = inhibition mostly above about 28%, no sharp cut-off; inactive = mostly below about 43%; note: 0% is about no effect
Pf growth 48h: P. falciparum growth inhibition at 48 hours (one generation). P. falciparum luciferase growth in erythrocytes, 48 h. Potency, µM (highest dose often 28.7 µM), inactives show top-dose activity change, negative = inhibition, hits mostly inhibitors. actives 5.9% (n = 310,000). AID 504832; note: potency is the fitted concentration of half-maximal effect; % is set by controls: 0 for no effect and ±100 for the full control effect
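In quantitative HTS format, infected erythrocytes bearing luciferase-reporter parasites were treated for a single generation at 37 C. Luminescence after adding detection reagent served as the growth measure.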
Giardia FBPA inh: blocks Giardia fructose-bisphosphate aldolase activity; purified Giardia FBPA; Potency, µM (titrated, usually from 59.6 µM), for the others: at the top dose activity, negative = inhibition, usual class: inhibitors; actives 0.71% (n = 290,000); AID 2451; note: potency is the fitted concentration of half-maximal effect; % is set by controls: 0 for no effect and ±100 for the full control effect; nearly all actives have a fitted effect of over 55% in size
Target sequence (A8B2U2 whole entry, looked up): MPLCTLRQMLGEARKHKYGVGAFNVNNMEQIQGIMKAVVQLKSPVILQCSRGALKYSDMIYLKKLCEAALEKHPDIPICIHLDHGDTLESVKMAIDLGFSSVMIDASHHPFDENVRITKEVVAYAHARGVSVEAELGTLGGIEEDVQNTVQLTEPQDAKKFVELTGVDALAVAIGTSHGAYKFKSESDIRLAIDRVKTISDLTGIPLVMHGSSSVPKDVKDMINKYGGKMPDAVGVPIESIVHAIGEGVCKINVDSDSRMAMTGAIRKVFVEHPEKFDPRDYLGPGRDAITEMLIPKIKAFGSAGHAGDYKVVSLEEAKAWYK
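40 nM FBPA preincubated 10 min at RT with compound (up to 57.5 uM final), then substrate plus GAPDH/TPI/NAD/arsenate coupling and diaphorase/resazurin added. Fluorescence read after 20 min at RT, 525/598 nm.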
HCV inhibitor: inhibitors of hepatitis C virus infection; actives 3.4% (n = 340,000); Potency, µM (titrated, usually from 41.8 µM), for the others: at the highest dose activity change, negative = inhibition, actives largely listed as inhibitors; Huh7.5.1 HCVcc-Cre infection, luciferase reporter, 44 h; note: potency is the fitted concentration of half-maximal effect; % is set by controls: 0 for no effect and ±100 for the full control effect
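Infectious HCV cell culture screen: compound-treated cells (1,000/well, pre-plated 4 h) are infected with HCVcc-Cre at roughly 0.5 moi and grown 44 h. Infection is quantified by luciferase signal after 15 min substrate incubation at room temperature.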
Cycloheximide cs: counter-screen for Shiga toxin inhibitors: cycloheximide protein synthesis inhibition. cell reporter, cycloheximide protein synthesis inhibition counterscreen. max response, %. actives 12% (n = 300,000); in the data active = max response mostly above about 13%, no sharp cut-off; inactive = mostly below about 14%; note: read at 38.3 µM for the half of the compounds with a filed dose; 0% is about no effect
Pf growth 96h: inhibits malaria parasite growth, 96 h; AID 504834; Potency, µM (series often up to 28.7 µM), for inactives: at the highest dose activity change, negative = inhibition, most hits filed as inhibitors; actives 6.9% (n = 320,000); P. falciparum luciferase reporter growth, 96 h; note: potency is the fitted concentration of half-maximal effect; % is set by controls: 0 for no effect and ±100 for the full control effect
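Readout is luminescence from an integrated firefly luciferase in P. falciparum. Red cells, 2% hematocrit and 0.05% parasitemia final, were cultured with compound through two parasite generations (96 hours) at 37 C, 5% CO2.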
* = called active by the depositor; ? = inconclusive; . = no result given; & = joins results of further samples; [ ] = remark or other dose. Unless noted, calls come from the whole dose curve; as a rule, active = well fitted curve in the direction sought with a large enough effect; inconclusive = small, poorly fitted or top-dose-only effect, or another doubt; inactive = no such curve, though single readings can be large; an effect the other way counts as inactive or inconclusive. Not a hit list, and some 24% of all compounds hit somewhere here.

Under each structure: Shiga inhibitor	Pf growth 48h	Giardia FBPA inh	HCV inhibitor	Cycloheximide cs	Pf growth 96h
1) CCSc1nnc(NC(=O)C2CCCN(S(=O)(=O)c3cnc[nH]3)C2)s1 (stereo unspecified)
 : -1	10%	-7%	-18%	0	0%
2) O=C(COC(=O)Cc1ccsc1)Nc1ccccc1
 : -1	65%[activator]	1%	9%	14	19%
3) CCN(CC)c1ccc2c(C)c(CO)c(=O)oc2c1
 : 28	?	0%	?	14	31%[activator]
4) O=c1cc(C(F)(F)F)nc(SC/C=C/c2ccccc2)[nH]1
 : -3	17%	?	20%	-4	14%
5) CCOC(=O)c1c(NC(=O)C2C3CCC(O3)C2C(=O)O)sc2c1CCC(CC)C2 (stereo unspecified)
 : -17	-11%	7%	-16%	-7	?
6) COCCNC(=O)C(c1ccc(Cl)cc1)N(Cc1ccco1)C(=O)CCC(=O)Nc1ccccn1 (stereo unspecified)
 : -11	0%	-2%	24%	-3	13µM*
7) CC(C)CCN(CC(=O)NC(C)(C)C)C(=O)C(=O)Nc1ccc2c(c1)OCCO2
 : 23	5%	0%	11%	-2	6%
8) COc1ccc(CNC(=O)CN(Cc2ccco2)C(=O)CNS(=O)(=O)c2ccccc2)cc1
 : -4	-9%	.	8%	-6	28%
9) CC(c1ccc(F)cc1)n1cc(C(=O)NCc2ccccn2)nn1 (stereo unspecified)
 : -7	0%	-3%	13%	1	-10%
10) Cc1nn2c(-c3ccc(S(=O)(=O)N4CCN(CCO)CC4)o3)nnc2c2ccccc12
 : -1	9.3µM*	-6%	-9%	6	10µM*
11) N#CCCNc1ccc(OCCC#N)cc1
 : -23	8%	-9%	21%	-5	-19%
12) Cc1cc2nc3n(c2cc1C)CC1CC(C(=O)NCCC(C)C)N(C)C31 (stereo unspecified)
 : .	?	.	20%	.	-2%
13) O=C(CSCCOc1ccccc1)NCc1ccncc1
 : -7	-8%	-6%	19%	-2	9%
14) CC(C)(C)NC(=O)NC(=O)COC(=O)c1c(F)cccc1Cl
 : 109*	-17%	0%	26%	36*	29%
15) CNC(=O)COC(=O)c1ccc(Cl)c(S(N)(=O)=O)c1
 : -1	70%[activator]	4%	11%	-2	89%[activator]
16) COc1ccc(CC(=O)Nc2cccc(SC)c2)cc1
 : 19	14%	-6%	15%	17*	-2%
17) Cc1c(CC(=O)Nc2ccc(Cl)cc2)sc2ccc(Cl)cc12
 : 24	?	-1%	-9%	1	0%
18) O=C1/C(=C/c2cccs2)SC(=S)N1CCC(=O)N1CCCCC1CCO (stereo unspecified)
 : 121*	?	.	-9%	39*	12µM*
19) COc1ccc(CCNC(=O)c2cc3c(C)nccc3[nH]c2=O)cc1OC
 : -10	?	3%	7%	12	?
20) CCC(CC)c1nc(C#N)c(NC(C)c2ccccc2)o1 (stereo unspecified)
 : 4	?	2%	2%	3	0%
21) O=C(NCc1ccccn1)c1cccc(S(=O)(=O)Nc2ccc(F)cc2)c1
 : .	6%	.	?	.	-16%
22) COc1cccc(NC(=O)CCNS(=O)(=O)c2ccc3c(c2)oc(=O)n3C)c1
 : 14	-21%	.	-1%	1	7.4µM*
23) Cc1nnc2sc(SCC(=O)N3CCCCC3)nn2c1=O
 : 16	2.6µM*	.	8%	1	0.83µM*
24) N#CC1=C(N)Oc2n[nH]c(-c3cccs3)c2C1c1cccnc1 (stereo unspecified)
 : -1	-25%	-9%	-1%	15	-8%[5.75 µM]
25) CC(C)NC(=S)n1cc(C(=O)c2cc(Cl)cc(Cl)c2O)cn1
 : -4	12%	15%	-1%	-5	38%[activator]
26) COc1ccc(N2CCN(C(=O)COc3ccccc3)CC2)cc1
 : 25	32%[activator]	12%	2%	1	9%
27) CCN1C(=O)/C(=C2/Sc3ccccc3N2CCCS(=O)(=O)O)SC1=S
 : -2&13	?	9%&0%	-8%&-6%	3&-1	?
28) CC(C)(C)n1nnnc1C(c1ccc2ncccc2c1)N1CCC(O)CC1 (stereo unspecified)
 : -7	-10%	6%	5%	-2	3%
29) Cc1nonc1C1CCCN1C(=O)c1cc(COc2ccc(F)cc2Cl)on1 (stereo unspecified)
 : 41	2%	0%	?	29*	?
30) CCCCCNC(=O)C1CC(=O)OC12CCCCC2 (stereo unspecified)
 : -10	11%	1%	10%	-5	?
31) O=C1C=C(N2CCN(C3=CC(=O)CCC3)CC2)CCC1
 : -16	7%	-6%	10%	-2	.
32) Cc1ccnc(NC(=O)c2ccc3c(c2)S(=O)(=O)c2ccccc2C3=O)c1
 : 2	12%	6%	19%	0	12%
33) CCOC(=O)c1nn(-c2ccc(F)cc2)c(-c2ccccc2)c1C(=O)c1ccccc1
 : -6	?	-2%	-6%	-2	?
34) Cc1oc2c(CN3CCOCC3)c(O)ccc2c(=O)c1-c1ccccc1
 : 46	-23%	6%	4%	-3	?
35) CCC(=O)c1ccc(OCC(=O)OCC(=O)NCC2CCCO2)cc1 (stereo unspecified)
 : 20	11%	.	-1%	19*	24%
36) CCCCCc1nc2ccccc2c(=O)n1N
 : -13	-12%	11%	22%	22*	?
37) O=C(O)c1ccccc1-c1ccccc1C(=O)NCCc1ccccc1
 : 23	?	20%	-15%	1	0%
38) CSc1ccc(CN2CCN(Cc3ccc([N+](=O)[O-])cc3)CC2)cc1
 : -10	?	-16%	?	1	?
39) Cc1ccc(NC(=O)C2CC(=O)N(c3ccc4c(c3)OCCO4)C2)nc1 (stereo unspecified)
 : .	7%	.	0%	.	8%
40) CC1CCN(c2ccc([N+](=O)[O-])cc2C(=O)NCC2CCCO2)CC1 (stereo unspecified)
 : -17	-14%	2%	.	-3	0%
41) COc1ccc(/C(N)=N/OC(=O)Oc2ccccc2)cc1
 : -10	.	-7%	21%	-4	67%
42) Cc1ccc([N+](=O)[O-])cc1/C=N/Nc1nnnn1-c1ccccc1
 : -4	.	-26%	10%	-2	-8%
43) CCOCCCNC(=O)C(c1ccc(C)cc1)N1CCOCC1 (stereo unspecified)
 : 5	.	0%	18%	-4	-111%
44) COc1ccccc1OCC(=O)NCCC1=CCCCC1
 : 17	-12%	-1%	6%	-2	-20%
45) COc1ccc(C(=O)CC(=O)O)c2c1C=CC(C)(C)O2
 : -2	2%	3%	9%	-8	-19%
46) CC(=O)Nc1ccc(S(=O)(=O)N2CCN(c3ccc([N+](=O)[O-])cc3)CC2)cc1
 : -2	?	5%	-1%	-2	-27%
47) COc1cc(CN2CCC(C(N)=O)CC2)ccc1OCc1ccccc1
 : 50*	119%[activator]	?	-8%	35*	60%[activator]
48) N#C/C(=C(/O)COC(=O)c1ccccc1O)c1nc2ccccc2s1
 : 28	16%	7%	5%	8	36%[activator]
49) COc1ccc(Br)cc1S(=O)(=O)NCc1ccccc1
 : -17	-1%	1%	8%	-3	32%[activator]
50) O=C(Nc1ccc2c(c1)OCO2)C1CCN(C(=O)CSc2ncnc3ccccc23)CC1
 : 44*	?	-2%	-14%	34*	-21%
51) CCC(=O)N1CCc2cc(S(=O)(=O)CCC(=O)NCc3cccc(OC)c3)ccc21
 : -10	0%	.	7%	-1	6%
52) O=c1c(-c2ccc(Br)cc2)[n+]([O-])c2ccccc2n1OCc1ccccc1
 : 19	12%	2%	15%	-3	10%
53) COc1cc(NC(=O)CSc2nc3[nH]ncc3c(=O)n2-c2ccccc2C)cc(OC)c1OC
 : -17	10µM*	5%	-11%	-5	6%
54) COc1ccc(-c2nc3ccccc3c(=O)n2-c2cccnc2)cc1
 : -18	2%	4%	7%	-4	?
55) CC(C)C(=O)Nc1c(O)c2ccccc2[nH]c1=O
 : 23	-3%	-7%	3%	-1	-12%
56) O=C(Nc1cc(N2CCCCC2)ncn1)c1ccc(F)cc1
 : 41	-11%	-1%	14%	26*	?
57) CN1CCN(CCOCCOc2ccc(Br)cc2Cl)CC1
 : 1	-28%	?	?	9	143%[activator]
58) CCN(CC)S(=O)(=O)c1ccc(C)c(NC(=O)Cn2c(=O)cnc3ccccc32)c1
 : -16	-20%	1%	-8%	1	-8%
59) CCOC(=O)N1CCN(CCCc2ccccc2)CC1
 : 28	0%	?	9%	3	3%
60) CC(NS(=O)(=O)c1ccc(Br)cc1)C(=O)NCCc1ccccc1 (stereo unspecified)
 : 17	-20%	2%	-11%	-1	94%[activator]

Molecules above containing a COOH group, in the order listed:
Under each structure: Shiga inhibitor	Pf growth 48h	Giardia FBPA inh	HCV inhibitor	Cycloheximide cs	Pf growth 96h
5) CCOC(=O)c1c(NC(=O)C2C3CCC(O3)C2C(=O)O)sc2c1CCC(CC)C2 (stereo unspecified)
 : -17	-11%	7%	-16%	-7	?
37) O=C(O)c1ccccc1-c1ccccc1C(=O)NCCc1ccccc1
 : 23	?	20%	-15%	1	0%
45) COc1ccc(C(=O)CC(=O)O)c2c1C=CC(C)(C)O2
 : -2	2%	3%	9%	-8	-19%

The list goes on:
Under each structure: Shiga inhibitor	Pf growth 48h	Giardia FBPA inh	HCV inhibitor	Cycloheximide cs	Pf growth 96h
61) CC1(C(=O)O)Sc2[nH]c(=O)sc2C2c3ccccc3OC(=O)C21 (stereo unspecified)
 : -13	.	?	-9%	6	22%
62) COc1ccccc1-c1cc(C(=O)NN)[nH]n1
 : 17	-23%	-5%	?	11	2%
63) CC1CCN(C(=O)CN2C(=O)c3ccccc3S2(=O)=O)CC1
 : 21	146%[activator]	-1%	-1%	1	-20%
64) COc1cc(C2C(C(=O)c3ccco3)=C(O)C(=O)N2Cc2ccccc2)ccc1O (stereo unspecified)
 : 9	15%	.	-1%	-1	53%[activator]
65) CS(=O)(=O)N1CCN(CC(=O)NC2CCCC2)CC1
 : -3	19%	2%	16%	2	9%
66) O=C(c1ccco1)N1CCN(C2CC(=O)N(c3ccc(F)c(Cl)c3)C2=O)CC1 (stereo unspecified)
 : -2	38%[activator]	-1%	4%	-3	-19%
67) O=C(Nc1nnc(SCc2c(Cl)cccc2Cl)s1)c1cccc([N+](=O)[O-])c1
 : -5	0%	-5%	19%	8	1%
68) Cc1ccc(C)c(OCCCC(=O)NC2CCCCC2)c1
 : .	?	-6%	12%	-1	-27%
69) c1cncc(CNCCc2ccc3c(c2)OCO3)c1
 : -2	38%[activator]	-27%	9%	-1	16%
70) CC[n+]1ccc(/C=C/c2c[nH]c3ccccc23)cc1
 : 1	0.52µM*	?	2.8µM*	-2	?
71) CCCS(=O)(=O)N1CCC(C(=O)NCCc2ccccc2)CC1
 : 7	17%	10%	17%	10	57%[activator]
72) O=C(CC(Cc1ccccc1)C(=O)O)Nc1ccccc1 (stereo unspecified)
 : -10	34%[activator]	0%	14%	-2	185%[activator]
73) O=C(NCC1CCCO1)c1ccc(Br)o1 (stereo unspecified)
 : 21	23%	5%	8%	-3	42%[activator]
74) CC1CCN(C(=O)CN(Cc2ccc(Cl)cc2)S(C)(=O)=O)CC1
 : 11	-5%	9%	4%	-3	6%
75) COc1cc(/C=C2/C(=O)NN(c3ccc(Cl)cc3)C2=O)ccc1OC(=O)c1ccco1
 : -5	16%	10%	37%[activator]	-4	?
76) O=C(Nc1ccccn1)c1ccc(S(=O)(=O)N2CCCCC2)cc1
 : .	53%[activator]	.	-7%	.	107%[activator]
77) Cc1onc(-c2ccccc2)c1C(=O)N1CCOCC1
 : -3	13%	8%	8%	-3	.
78) Cc1ccc(NC(=O)CN2C(=O)C3C4C=CC(C4)C3C2=O)cc1 (stereo unspecified)
 : 10	152%[activator]	3%	2%	16	1%
79) O=C(CSc1nnc(CNC(=O)c2c(F)cccc2F)o1)NCc1ccco1
 : -10	-16%	3%	.	1	0%
80) Nc1cc(Cl)c2nonc2c1[N+](=O)[O-]
 : 22	-2%	?	4.5µM*	-3	10%
81) O=C(NC(=S)NC1CCSC1=O)c1ccccc1 (stereo unspecified)
 : -3	26%	1%	7%	14	46%[activator]
82) COc1cc(/C=N/n2nnnc2N)cc(OC)c1OC
 : 8	43%[activator]	0%	-4%	3	20%
